Source: PubChem (National Center for Advancing Translational Sciences (NCATS))
HTT aggregate = inhibitors of mutant huntingtin aggregate formation in PC12 cells; PC12 HttQ103-GFP aggregates, Acumen cytometry, 40 h; Potency, µM (top dose mostly 46.1 µM), for the others: at the highest dose activity change, negative = inhibition, actives largely listed as inhibitors; 1.1% of 220,000 active; further: potency means the concentration at half of the fitted maximal effect; on the % scale 0 is the no-effect control and ±100 the full control effect; nearly all actives have a fitted effect of over 60% in size
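Quantitative HTS on tebufenozide-induced (100 nM) PC12 cells stably expressing polyQ103 Huntingtin exon 1–GFP. Reduction of bright GFP aggregates, detected by laser scanning cytometry after lysis, identified actives across the titration.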
GAA glycogen = inhibitors or activators of human alpha-glucosidase glycogen cleavage; 0.38% of 300,000 active; P10253; recombinant GAA, glycogen substrate, Amplex Red glucose oxidase fluorescence; Potency, µM (top dose mostly 76.4 µM), without a hit: at the top dose activity change, negative = inhibition, usual class: inhibitors;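 further: potency means the concentration at half of the fitted maximal effect; 0% = full enzyme reaction and -100% = no-enzyme basal signal; the screen sought inhibitors and activators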
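Recombinant human alpha-glucosidase (4 nM final) hydrolysed bovine liver glycogen (30 ug) for 40 min at 37 C in pH 5.0 citrate/phosphate with 0.01% Tween-20. Released glucose detected by glucose oxidase/Amplex Red, Ex 573/Em 610 nm. Compounds up to 77 uM; AC50 from Hill fits.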
LMNA splice mod = changes lamin A minigene splicing in HeLa cells. HeLa LMNA splicing GFP/RFP minigene ratio, 48 h. Potency, µM (highest dose often 46.1 µM), for the others: at the top dose ratio change, negative = inhibition, actives largely listed as inhibitors. 0.01% of 200,000 active; active means well fitted inhibition curve with a large enough effect in the signal ratio, with a control signal flat, not every such curve was filed as active; inconclusive means small, poorly fitted or top-dose-only effect, or effect the other way, or a change in a side signal; the % refers to the signal ratio; further: potency means the concentration at half of the fitted maximal effect; on the % scale 0 is the no-effect control and ±100 the full control effect
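S3 HeLa cells stably expressing lamin A-EGFP splicing minigene plus DsRed2, 600 cells/well, 48 h compound exposure at 37C. Laser-scanning cytometry; analysed as GFP (500-530 nm)/RFP (575-640 nm) total intensity ratio; 0.5% DMSO vehicle.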
HTT cytoprotect = cytoprotection in Huntington HTT-Q103 PC12 cell model | PC12 HTT-Q103 induced, cytoprotection, ATP luminescence, 40 h | Potency, µM (doses to about 56.4 µM), without a hit: cytoprotection (ATP increase), hits mostly activators | 0.14% of 230,000 active | AID 1471;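 further: potency means the concentration at half of the fitted maximal effect; % of control where 0% means no effect; nearly all actives have a fitted effect of over 45% in size; toxic huntingtin expression switched on by the ecdysone agonist tebufenozide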
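Compounds added alongside 100 nM tebufenozide, which induces toxic Q103 huntingtin exon 1-GFP in stable PC12 cells; surviving cells quantified by luminescent ATP measurement. Medium: phenol red-free DMEM, 5% equine and 5% calf serum.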
GAA spleen mod = inhibitors or activators of human alpha-glucosidase in spleen homogenate | human spleen homogenate, 4-MU-alpha-glucoside fluorescence | Potency, µM (doses to about 79.9 µM), for inactives: at the top dose activity change, negative = inhibition, most hits filed as inhibitors | 0.006% of 240,000 active | AID 2112;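 further: potency means the concentration at half of the fitted maximal effect; 0% = enzyme with vehicle and -100% = no enzyme basal signal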
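Compounds were titrated against alpha-glucosidase in spleen homogenate at pH 5.0, with 1 mM 4-methylumbelliferyl substrate for 40 min at 37 C. Reactions were quenched with pH 10 NaOH/glycine and fluorescence measured.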
CBFb RUNX1 block = inhibitors of human CBF-beta and RUNX1 interaction | Q01196+Q13951 | AlphaScreen CBFb-His/RUNX1-biotin binding, biochemical | Potency, µM (top dose mostly 59.8 µM), for inactives: at the highest dose activity, negative = inhibition, usual class: inhibitors | 230,000 tested, under 10 active | AID 1477; further: % of control where 0% means no effect
Target sequence (Q01196 whole entry, looked up): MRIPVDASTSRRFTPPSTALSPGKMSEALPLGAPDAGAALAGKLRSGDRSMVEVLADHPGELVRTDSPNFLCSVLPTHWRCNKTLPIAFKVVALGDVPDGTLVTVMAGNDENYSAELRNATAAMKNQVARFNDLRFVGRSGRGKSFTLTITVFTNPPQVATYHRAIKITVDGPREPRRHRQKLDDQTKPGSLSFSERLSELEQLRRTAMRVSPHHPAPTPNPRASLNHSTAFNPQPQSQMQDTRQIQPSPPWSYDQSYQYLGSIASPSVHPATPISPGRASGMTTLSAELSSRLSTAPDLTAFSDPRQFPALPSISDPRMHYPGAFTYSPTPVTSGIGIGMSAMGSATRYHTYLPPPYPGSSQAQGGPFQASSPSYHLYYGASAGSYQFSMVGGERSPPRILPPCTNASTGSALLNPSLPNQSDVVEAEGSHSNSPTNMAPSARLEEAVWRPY
Target sequence (Q13951 whole entry, looked up): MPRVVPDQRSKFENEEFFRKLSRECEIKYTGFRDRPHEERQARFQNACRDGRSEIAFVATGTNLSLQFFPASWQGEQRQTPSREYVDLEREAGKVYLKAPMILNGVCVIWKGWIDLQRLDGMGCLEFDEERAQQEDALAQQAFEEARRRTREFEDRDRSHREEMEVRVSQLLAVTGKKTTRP
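Room-temperature protein-protein interaction test with 30 nM each of His-tagged CBF-beta and biotinylated RUNX1, 15 min with compound, then 90 min with nickel plus streptavidin beads. Signal read in AlphaScreen mode.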
GAA inh = alpha-glucosidase (human) inhibition. P10253. purified human GAA, 4-MU-alpha-glucoside fluorescence. Potency, µM (highest dose often 76.9 µM), for the others: at the highest dose activity change, negative = inhibition, most hits filed as inhibitors. 0.005% of 200,000 active;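 further: potency means the concentration at half of the fitted maximal effect; plate controls were uninhibited enzyme wells for no effect and no-enzyme background for full effect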
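Enzyme (4 nM final) mixed with compound (up to 77 uM), then 4-MU-alpha-D-pyranoside (400 uM final) added; 20 min at room temperature, pH 5.0. Reaction stopped at pH 10, fluorescence read, AC50 derived by Hill fit.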
* = called active by the depositor; u = inconclusive; x = not tested or not shown; & = joins results of further samples; [ ] = dose if it differs, or a comment. Unless noted, the call rests on the fitted dose curve; in most records, active means well fitted curve in the direction sought with a large enough effect; inconclusive means small, poorly fitted or top-dose-only effect, or another doubt; inactive means no such curve, though single readings can be large; an effect the other way counts as inactive or inconclusive. Compounds as they come. About 1.5% of those tested had a hit in this group.

Letter code: A = HTT aggregate; B = GAA glycogen; C = LMNA splice mod; D = HTT cytoprotect; E = GAA spleen mod; F = CBFb RUNX1 block; G = GAA inh
COc1ccc(NC(=O)C2CCN(S(C)(=O)=O)CC2)cc1Cl
  A: 5%; B: 3%; C: -8%; D: -16%; E: -8%; F: 7%; G: -4%

O=C(c1ccc2c3c(cccc13)CC2)C1CCCN(Cc2cccnc2)C1 (centres undefined)
  A: 1%[9.22 µM]; B: 11%; C: 1%[46 µM]; D: 4%[10 µM]; E: 0%; F: 11%; G: -1%

CC(C)CC(=O)Nc1ncc([N+](=O)[O-])s1
  A: -31%[9.22 µM]; B: 6%; C: x; D: 29%[10 µM]; E: -17%; F: 4%; G: x

CCNc1oc(-c2cccc3ccccc23)nc1C#N
  A: 4%; B: 1%; C: 8%; D: -17%; E: 2%; F: 15%; G: u

Cc1onc(-c2ccccc2Cl)c1C(=O)NCc1nc(-c2ccc(C(F)(F)F)cc2)no1
  A: 5%[9.22 µM]; B: -7%; C: x; D: -5%[10 µM]; E: 2%; F: 22%; G: x

CCC1SC(N)=NC1=O (centres undefined)
  A: 3%; B: -3%; C: 1%; D: u; E: -7%; F: 0%; G: -4%

COc1ccccc1-c1nnc2sc(-c3cc4ccccc4o3)nn12
  A: 17%; B: -5%; C: u; D: -109%[inhibitor]; E: 0%; F: 3%; G: u

FC(F)(F)c1ccc(C2[C@H]3CN(Cc4ccc(-c5ccccc5)cc4)[C@H](c4ccccc4)C34CC2(c2cccnc2)C4)cc1 (some centres undefined)
  A: -12%[9.22 µM]; B: -7%; C: x; D: -41%[inhibitor]; E: 6%&0%; F: 5%&12%; G: x

Cc1ccc(Nc2ccccc2N)cc1
  A: -32%; B: 50µM*; C: -12%[46 µM]; D: -9%[10 µM]; E: 4%; F: -15%; G: -20%

Cc1cccc(NC(=O)c2cnc3scc(C)n3c2=O)c1
  A: -26%; B: 1%; C: -8%; D: 0%[10 µM]; E: -3%; F: 4%; G: -6%

O=C1c2ccccc2C(=O)N1OCCOCCOCCBr
  A: 1%[9.22 µM]; B: 4%; C: -1%; D: -5%; E: -3%; F: 1%; G: -4%

O=C(Nc1cc2ccccc2oc1=O)C1CCCCC1
  A: -12%; B: 2%; C: -1%; D: -8%; E: -13%; F: 8%; G: -1%

S=C([S-])NCCNC(=S)[S-].[Zn+2]
  A: x; B: x; C: x; D: u; E: 0%; F: u; G: x

CCOc1ccc(S(=O)(=O)Nc2ccc(O)c(Sc3ncn[nH]3)c2)cc1
  A: 3%; B: u; C: u; D: 32%[10 µM]; E: 10%; F: 16%; G: 2%

CCCCOc1ccc(-c2nnn(CC(=O)NCc3ccco3)n2)cc1
  A: 27%; B: 0%; C: -17%; D: -53%[inhibitor][10 µM]; E: 5%; F: 4%; G: 8%

Part of the list above, with two lines to a compound.
Value order: HTT aggregate | GAA glycogen | LMNA splice mod | HTT cytoprotect | GAA spleen mod | CBFb RUNX1 block | GAA inh
- FC(F)(F)c1ccc(C2[C@H]3CN(Cc4ccc(-c5ccccc5)cc4)[C@H](c4ccccc4)C34CC2(c2cccnc2)C4)cc1 (some centres undefined)
→ -12%[9.22 µM] | -7% | x | -41%[inhibitor] | 6%&0% | 5%&12% | x
- Cc1ccc(Nc2ccccc2N)cc1
→ -32% | 50µM* | -12%[46 µM] | -9%[10 µM] | 4% | -15% | -20%

(cont.)
Letter code: A = HTT aggregate; B = GAA glycogen; C = LMNA splice mod; D = HTT cytoprotect; E = GAA spleen mod; F = CBFb RUNX1 block; G = GAA inh
CC(C)c1cccc(C(C)C)c1NC(=O)COc1nncc2ccccc12
  A: 6%; B: 6%; C: 9%; D: 6%[0.074 µM]; E: -7%; F: 2%; G: 7%

CCOC(=O)Cn1c2[n+](c3ccccc31)CC(O)CS2 (centres undefined)
  A: -11%; B: 0%; C: 14%; D: 0%; E: 0%; F: -1%; G: -2%

CCOC(=O)C(NC(=O)c1ccc(OC)cc1)(OCC1(CC)COC1)C(F)(F)F (centres undefined)
  A: 12%; B: -8%; C: -1%; D: 4%[0.074 µM]; E: -1%; F: -2%; G: -8%

O=C(Nc1nc(COc2ccccc2)cs1)C12CC3CC(CC(C3)C1)C2
  A: 11µM*; B: 4%; C: -14%; D: -125%[inhibitor]; E: -2%; F: 14%; G: u

CCOc1ccc(C(C)=O)cc1Cc1c(O)nc(N)[nH]c1=O
  A: 12%; B: 0%; C: -8%; D: -24%[10 µM]; E: 1%; F: -10%; G: 3%

CCC(=O)Nc1ccc(NC(=O)CSc2nnc(C(C)C)n2C)cc1
  A: 18%[9.22 µM]; B: -1%; C: 0%; D: -3%[10 µM]; E: 3%; F: 2%; G: 2%

Cc1cc(NCc2ccccn2)n2ncc(-c3ccc(Cl)cc3)c2n1
  A: -11%[9.22 µM]; B: -18%; C: x; D: -36%[10 µM]; E: -4%; F: 11%; G: x

Cc1c(OC(=O)c2ccc([N+](=O)[O-])cc2)c2c(c[n+]1C)COC(C)(C)OC2
  A: 4%; B: 8%; C: 19%; D: 7%; E: -1%; F: 2%; G: 4%

Cc1noc(NS(=O)(=O)c2ccc(NC(=O)CSc3nc4ccccc4s3)cc2)c1C
  A: -16%; B: -7%; C: 4%; D: -2%[0.074 µM]; E: -1%; F: -5%; G: -2%

O=C(O)c1cc(-c2ccc(Cl)cc2)n(-c2ccc(Cl)cc2)n1
  A: 4%; B: 2%; C: u; D: -4%[10 µM]; E: 3%; F: 12%; G: -4%

O=S1(=O)N=C(N(CCO)/N=C/c2ccccc2)c2ccccc21
  A: 4%; B: 9%; C: u; D: -26%; E: -13%; F: 11%; G: 5%

COc1ccc(NC2=C(C(C)=O)C(c3ccc(OC)c(OC)c3)C(C(C)=O)C(C)(O)C2)cc1 (centres undefined)
  A: -7%; B: u; C: 4%; D: -10%[1.9 µM]; E: 3%; F: 0%; G: -2%

CCc1nnc(NS(=O)(=O)c2ccc(NC(=S)NC(=O)c3ccc(Br)cc3)cc2)s1
  A: -5%; B: -11%; C: -6%; D: -8%[10 µM]; E: 6%; F: 11%; G: 4%

CCNC(=S)N(Cc1cc2cc(C)cc(C)c2[nH]c1=O)C1CCCC1
  A: 11%; B: 5%; C: 0%; D: -22%[10 µM]; E: -1%; F: -5%; G: -6%

Cc1nc2ccccc2n1CC(O)COC1CCCCC1 (centres undefined)
  A: u; B: -2%; C: u; D: 2%[10 µM]; E: -11%; F: 7%; G: 0%

Cc1ccc(CN2C(=O)C3CCCN3c3ccc(C#N)cc32)cc1 (centres undefined)
  A: 21%; B: 3%; C: 4%; D: -3%; E: -1%; F: 2%; G: -19%

O=C(Nc1ccccc1N1CCOCC1)c1cc(-c2ccncc2)nc2ccccc12
  A: -7%; B: 7%; C: -4%[46 µM]; D: -6%; E: -21%; F: -5%; G: -5%

O=C(COc1ccc(Cl)cc1Cl)NC(=O)N1CCCCC1
  A: u; B: -2%; C: 10%; D: -8%; E: 1%; F: 7%; G: -1%

CCOc1cc(NC(=S)NCC(C)C)c(OCC)cc1NC(=O)c1cccs1
  A: 3%; B: 2%; C: 6%; D: 2%[10 µM]; E: -8%; F: 14%; G: 2%

COCCn1c(SCC(=O)c2cc(C)n(C)c2C)nc2ccccc2c1=O
  A: 5%; B: 11%; C: -4%[46 µM]; D: -13%; E: 7%; F: -9%; G: 4%

O=C(N[C@@H](Cc1ccccc1)C(=O)OCc1ccccc1)c1nc[nH]c1C(=O)NC(c1ccccc1)c1ccccc1
  A: 17%[9.22 µM]; B: 2%; C: x; D: 8%[10 µM]; E: -1%; F: -1%; G: x

COc1cc(CC(=O)OCC(=O)Nc2cc(S(=O)(=O)N3CCCC3)ccc2Cl)cc(OC)c1OC
  A: 25%; B: 1%; C: -10%; D: -3%; E: -8%; F: -8%; G: -2%

Cc1cccc(C)c1NC(=O)COC(=O)c1cccc2c1C(=O)c1ccccc1C2=O
  A: -8%; B: 12%; C: -3%; D: -5%[10 µM]; E: -12%; F: 2%; G: -7%

Cc1noc(C)c1COc1cccc(C(=O)OCCOc2ccc(F)cc2)c1
  A: 23%; B: -9%; C: 4%; D: -4%; E: -3%; F: u; G: -8%

Cc1ccc(NC(=O)c2ccc(OC(=O)COc3ccc(Cl)c(C)c3)cc2)cc1
  A: -17%; B: 12%; C: -16%; D: -12%[10 µM]; E: -5%; F: 3%; G: -2%

C=CCNc1sc(C(=O)C(C)(C)C)c(N)c1C#N
  A: 16%; B: 3%; C: -15%; D: -11%[0.074 µM]; E: 1%; F: 20%; G: u

CCOC(=O)c1c(C)[nH]c(C(=O)COC(=O)C2CC2C)c1C (centres undefined)
  A: -17%; B: -13%; C: -11%; D: -9%[10 µM]; E: 6%; F: 12%; G: -2%

CCCCCCNC(=O)CC(c1ccccc1)c1cc(Br)ccc1O (centres undefined)
  A: 6%; B: -10%; C: u; D: -3%[10 µM]; E: -2%; F: 10%; G: -2%

Cc1onc(-c2ccccc2)c1C(=O)N1CC(C)OC(C)C1 (centres undefined)
  A: 4%; B: -5%; C: u; D: -7%; E: 7%; F: 5%; G: -2%

O=C1N=C(c2ccccc2)S/C1=C\c1cccs1
  A: 2%; B: 15%; C: 11%; D: 15%; E: 0%; F: -21%; G: -3%

CC(C)NC(=O)CC(c1ccccc1)c1cc(Br)ccc1O (centres undefined)
  A: -22%; B: 18%; C: -12%; D: 2%[10 µM]; E: 0%; F: -1%; G: u

CC(C)Nc1nnc(SCc2cc(=O)n3ccsc3n2)s1
  A: u; B: 0%; C: -11%[46 µM]; D: u; E: -2%; F: -16%; G: 3%

Cc1cc(Br)ccc1SCC(=O)OCC(=O)NCc1ccc2c(c1)OCO2
  A: -9%; B: -8%; C: -10%; D: 5%[10 µM]; E: -5%; F: 4%; G: 4%

COc1ccc(OC)c(NC(=O)CC2SC(=NCc3ccccc3)NC2=O)c1 (centres undefined)
  A: 6%; B: 14%; C: u; D: -19%; E: -1%; F: 20%; G: 1%

COc1cc2c(cc1OC)C(COc1ccc3c(C)cc(=O)oc3c1)N(C(=O)c1ccco1)CC2 (centres undefined)
  A: 10%; B: 0%; C: -1%; D: -7%[10 µM]; E: -10%; F: 3%; G: 1%
